H9c2 TAG inh – inhibitors of triacylglycerol accumulation, primary screen, cell-based, uHTS, fluorescence, H9c2 | AID 651582, 2012 | inhibition, % at 12.5 µM | H9c2 cells, Nile Red lipid (TAG) fluorescence; cells loaded with 200 µM oleic acid | actives 0.66% (n = 230,000);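 active = pattern-corrected inhibition of lipid staining of at least 50% with the nuclear-stain viability signal not falling by more than 50%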;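 note: 0% = DMSO wells and 100% = triacsin C control wells; some results filed as inactive read as strong as hits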
H9c2 TAG inh DAPI viability – further read-out of H9c2 TAG inh, marked with its call; DAPI nuclei signal change (viability), lower = more cytotoxic, %;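 whole-well DAPI fluorescence read on a plate reader as a viability signal; minus 50 percent equals half of cells still viable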
Active calls of the source: *; & = joins results of further samples.

SMILES | H9c2 TAG inh | H9c2 TAG inh DAPI viability
C/C(=N\N1CCN(c2ccccc2)CC1)c1ccccc1O | -6 | -9
COc1cc(/C=N/N(C)C)ccc1OC(=O)c1ccco1 | 4 | -3
O=C(NCc1ccco1)c1ccc(Cn2c(=O)c3sccc3n(Cc3cccc(F)c3)c2=O)cc1 | 15 | -3
CC(C)(C)OC(=O)NCCCCCNC(=O)c1[nH]cnc1C(=O)N[C@@H](Cc1ccccc1)C(=O)OC(C)(C)C | 12 | -17
COc1ccc(C2CC(=O)c3cnc(N)nc3C2)c(OC)c1 (configuration not stated) | 3 | 7
Cc1ccc[n+](CC(=O)Nc2c(Cl)cc(Cl)cc2Cl)c1 | 10 | -15
Cc1oc(-c2cc(F)cc(F)c2)nc1CN1CCN(C(=O)c2ccco2)CC1 | -10 | 2
O=C(COC(=O)c1n[nH]c2ccccc12)NC(=O)NC1CCCCC1 | 5 | -4
CCOC(=O)c1ccc(-n2c(=S)sc3c(=O)[nH]c(C)nc32)cc1 | -1 | 10
O=C1CCC[C@@H]2C[C@@]3(C[C@@H]4CCN1[C@H]24)Nc1cc(Cl)ccc1NC3=NCc1ccccc1 | 27 | 0
CCCN1CCN(CC(=O)Nc2nc3ccccc3s2)CC1 | 8 | -7
Cc1ccc(N(CC(=O)NC2CCCCC2)C(=O)Cn2nnc(-c3ccc(C)o3)n2)cc1 | -8 | 8

A different layout for some results above.
O=C1CCC[C@@H]2C[C@@]3(C[C@@H]4CCN1[C@H]24)Nc1cc(Cl)ccc1NC3=NCc1ccccc1
  H9c2 TAG inh: 27
  H9c2 TAG inh DAPI viability: 0

CCCN1CCN(CC(=O)Nc2nc3ccccc3s2)CC1
  H9c2 TAG inh: 8
  H9c2 TAG inh DAPI viability: -7

Grouped by structure, the entries above with a Cl atom (two)
SMILES | H9c2 TAG inh | H9c2 TAG inh DAPI viability
Cc1ccc[n+](CC(=O)Nc2c(Cl)cc(Cl)cc2Cl)c1 | 10 | -15
O=C1CCC[C@@H]2C[C@@]3(C[C@@H]4CCN1[C@H]24)Nc1cc(Cl)ccc1NC3=NCc1ccccc1 | 27 | 0

Further compounds.
SMILES | H9c2 TAG inh | H9c2 TAG inh DAPI viability
COc1ccc(-c2oc3ccccc3c(=O)c2OC(C)=O)cc1 | 6 | 9
Cc1ccc2nc(SCC(=O)NCc3cccs3)[nH]c2c1 | -16 | 4
CC(=O)Nc1nonc1-c1nc2ccccc2n1Cc1ccccn1 | -5 | 7
CC(OC(=O)COc1ccc(Nc2ccccc2)cc1)C(=O)N(C)c1ccccc1 (configuration not stated) | -2 | -6
Cc1cc2c(c(=O)n1C1CC1)C(c1cccc(Cl)c1)C(C#N)=C(N)O2 (configuration not stated) | -18 | 2
O=C(COc1ccccc1[N+](=O)[O-])c1ccccc1 | 7 | 1
Cc1cc(=O)n2nc(N3CCCC3C(=O)Nc3cccc(Cl)c3C)sc2n1 (configuration not stated) | 3 | 0
Cc1ccc(NC(=O)c2oc3ccccc3c2C)c([N+](=O)[O-])c1 | -2 | -3
COC(=O)CCC(=O)Nc1sc(Cc2ccccc2)c(C)c1C(N)=O | 4 | 7
COc1ccc(C(N)c2csc(NC(=O)Nc3ccccc3C(C)(C)C)n2)cc1 (configuration not stated) | 13 | -7
CCc1c(C2(O)CCCCC2)[nH]c2cc(C(F)(F)F)ccc12 | -84 | 1
CCn1cc(CN2CCCC(C(=O)Nc3ccc(-c4cscn4)cc3)C2)cn1 (configuration not stated) | 5 | 3
Cc1ccc(S(=O)(=O)Nc2ccc(Cl)cn2)cc1C | -3 | 0
O=C1c2cc(S(=O)(=O)N(CCO)CCO)ccc2-c2ccc(S(=O)(=O)N(CCO)CCO)cc21 | -1 | 0
COc1ccc(C(=O)COC(=O)C2CCCN2C(=O)C23CC4CC(CC(C4)C2)C3)cc1 (configuration not stated) | 2 | -7
CCc1ccccc1N(CC(=O)N1CCN(c2ccccc2F)CC1)S(C)(=O)=O | -5 | 12
CCOC(=O)C1CCCN(C(=O)CN(c2ccc(OC)cc2)S(=O)(=O)c2c(C)noc2C)C1 (configuration not stated) | 1 | 5
COc1cc(-c2coc3c(C(=O)NCc4ccc(N(C)C)cc4)cccc23)ccc1O | -34 | -7
COCCNC(=O)C1CC2Cn3c(nc4cc5ccccc5cc43)C2N1C (configuration not stated) | 8 | -2
CCCCN1C(=N)N([C@@H](C)CN2CCC[C@H]2CN2C(N)=NC[C@@H]2Cc2ccccc2)C[C@H]1Cc1ccccc1 | -8 | 14
Cc1noc(C)c1NC(=O)N(C)C[C@@H]1OCc2cnnn2CCCC(=O)N([C@@H](C)CO)C[C@H]1C | 3 | -1
O=C(NC(=S)Nc1ncccn1)c1ccc(Cl)cc1Cl | 2 | 1
COc1ccc(NC(=O)c2cc(C3CCCCN3C(=O)C3CC3)on2)c(C)c1 (configuration not stated) | 0 | 2
O=C(CCc1nc2ccccc2c(=O)[nH]1)NC1CCN(Cc2ccccc2)CC1 | -5 | -4
O=C(Nc1ccc(O)cc1)N1CCOCC1 | 4 | -11
O=C(O)CN(c1ccccn1)S(=O)(=O)c1ccc(Cl)cc1 | 2 | -11
O=C(CSc1ccc(-c2ccccn2)nn1)N1CCCCC1 | -4 | 20
CC(C)(C)C(=O)NC(n1cnc2c(N3CCOCC3)ncnc21)C(Cl)(Cl)Cl (configuration not stated) | -21 | 1
Cc1ccc(O)c(CNc2nc3ccccc3n2C(C)C)c1 | 3 | 3
COc1ccc(Br)c2oc(SC)cc(=O)c12 | 20 | -1
COc1cc(NC(=O)c2csc(-c3ccncc3)n2)cc(C(=O)Nc2cccc(C(F)(F)F)c2)c1 | 32&25 | 5&4
COc1ccc(C(=O)Oc2cccnc2)cc1 | -3 | -2
Cc1ccc(CNC(=O)CSc2nnc3n2CCCCC3)cc1 | 1 | -1
COCCN(C(=O)CSc1nnc(-c2ccncc2)n1C)c1c(N)n(CC(C)C)c(=O)[nH]c1=O | 12 | 5
CCCCn1c(N)c(N(CCOC)C(=O)c2ccc3c(c2)C(=O)N(c2cc(C)ccc2C)C3=O)c(=O)[nH]c1=O | 11 | 3
COc1ccccc1C(=O)NCC(=O)OCC(=O)c1cccc2ccccc12 | -8 | 1
O=C(Nc1ccncc1)c1cc(-c2cccc(Br)c2)nc2ccccc12 | 23 | 6
COc1cccc(C(O)c2nc(-c3cccc4cccnc34)cs2)c1 (configuration not stated) | -5 | -1
Cc1ccccc1C(C)(O)c1cnc(C)n1Cc1ccccc1 (configuration not stated) | -3 | 5
CCc1ccccc1NC(=O)c1cc(-c2cccc(O)c2)on1 | -7 | -9
Cc1cc(C)c2c(c1)[C@@H]1C=CC[C@@H]1[C@H](c1ccc(S(=O)(=O)N3CCOCC3)cc1)N2 | 19 | 4
CC(=O)N1c2ccc(S(=O)(=O)N3CCCC3C(=O)NCc3ccccc3Cl)cc2CC1C (configuration not stated) | 6 | 7
Cc1ccc(C(=O)N(CC(=O)NC2CCCC2)Cc2cccs2)s1 | 7 | 10
Cc1ccc(/C=C2\SC(=S)N(CCCC(=O)Nc3cccnc3)C2=O)cc1 | 25 | -17
CCCn1c(SCC(=O)Nc2ccc(OCC)cc2)nnc1C(C)C | 9 | 12
CC(=O)c1c(C)[nH]c(C(=O)CN2C(=O)NC(C)(C)C2=O)c1C | 19 | 2
C[C@@H]1CN([C@H](C)CO)C(=O)c2c(c3ccccc3n2C)-c2ccccc2CO[C@H]1CN(C)Cc1ccc2c(c1)OCCN2C | 7 | 1
Cc1ccc(Cc2c(-c3ccc(Cl)cc3)nc3ccc(Cl)cn23)cc1 | -26 | 10

An excerpt of these results, with values under each structure:
Order of results: H9c2 TAG inh	H9c2 TAG inh DAPI viability
- Cc1cc(C)c2c(c1)[C@@H]1C=CC[C@@H]1[C@H](c1ccc(S(=O)(=O)N3CCOCC3)cc1)N2
  19	4
- C[C@@H]1CN([C@H](C)CO)C(=O)c2c(c3ccccc3n2C)-c2ccccc2CO[C@H]1CN(C)Cc1ccc2c(c1)OCCN2C
  7	1
- CC(=O)N1c2ccc(S(=O)(=O)N3CCCC3C(=O)NCc3ccccc3Cl)cc2CC1C (configuration not stated)
  6	7
- Cc1ccccc1C(C)(O)c1cnc(C)n1Cc1ccccc1 (configuration not stated)
  -3	5

The results go on.
SMILES | H9c2 TAG inh | H9c2 TAG inh DAPI viability
CCOc1ccc(S(=O)(=O)NC(Cc2cnc[nH]2)C(=O)O)cc1 (configuration not stated) | -19 | 0
O=C(Nc1ccccc1N1CCOCC1)c1ccc2c(c1)OCO2 | 8 | -3
Cc1cc(N2CCN(c3ccccn3)CC2)n2c(nc3ccccc32)c1C#N | -10 | 9
CCN(C(=O)COC(=O)CNS(=O)(=O)c1ccc(C)cc1)C1CCS(=O)(=O)C1 (configuration not stated) | -18 | -1
COC(=O)c1cccc(-n2cnnn2)c1 | 18 | -1
Cc1ccc2[nH]c(=O)c(-c3noc(C(C)C)n3)cc2c1 | 0 | 4
Cc1ccc(-c2csc3nc(C)n(-n4cccc4)c(=O)c23)o1 | 8 | -11
Cc1cccc(NC(=O)CN(C)C(=O)/C=C/c2ccccc2)c1C | -1 | -1
Cc1cccc2c1CCCC2=O | 10 | 6
O=C1N=C(N2CCN(c3ccccc3)CC2)SC1Cc1ccccc1 (configuration not stated) | 0 | -13
Cc1ccc(SCC(=O)OCC(=O)N(CC(C)C)c2c(N)n(Cc3ccccc3)c(=O)[nH]c2=O)c(C)c1 | -8 | -4
O=C(COC(=O)c1ccc(NS(=O)(=O)c2cccs2)cc1)Nc1nc2c(F)c(F)c(F)cc2s1 | -2 | -1
CC1(C(=O)NS(=O)(=O)c2ccc(F)cc2F)CCN1C(=O)CC1CCCC1 (configuration not stated) | -9 | 4
CCN(CC)CCn1c(OC)cc(=O)[nH]c1=O | -2 | -3
COc1ccccc1OCC(=O)N1CC2(C)CC1CC(C)(C)C2 (configuration not stated) | -15 | 2
COc1ccc(C(=O)c2c(C)c3ccccc3n2CC(O)CNC(C)C)cc1 (configuration not stated) | 25 | 6
CCN(CC(=O)Nc1ccc(OC)cc1)C(=O)CSCc1c(C)noc1C | -10 | -1
CC(C)(C)OC(=O)N1CCCC1C(=O)NC(Cc1ccccc1)C(=O)O (configuration not stated) | 6 | 3
NNC(=O)c1cc2c(s1)-c1cc(Cl)ccc1SC2 | 8 | 14
CN(CC(=O)Nc1ccccc1Br)c1ncnc2sccc12 | -7 | 2
FC(F)(F)c1nnc(N2CCN(c3ccc(Cl)cc3)CC2)s1 | -40 | 0
CCOC(=O)c1cncc(C(=O)O)c1 | -8 | 10
CCOC(=O)NC(=O)CSc1nc2ccc(C)cc2[nH]1 | 12 | -5
CC(C)(C)CC(=O)NCc1ccc(F)cc1 | -1 | -5
CN(C)c1nc(Nn2cnnc2)nc(N(C)C)n1 | 0 | 0
O=C(c1nc2ccccc2[nH]1)c1ccccc1[N+](=O)[O-] | -6 | 4
COc1ccc(S(=O)(=O)CCC(=O)N2CC(=O)N(CCc3ccccc3)C(=O)C2)cc1 | 16 | -12
Cc1ccc(NC(=O)CNC(=O)c2ccc(C(C)(C)C)cc2)cc1S(=O)(=O)N1CCOCC1 | -1 | 1
Cn1c(=O)c2c(nc(Br)n2CCc2ccccc2)n(C)c1=O | -2 | 3
O=C(CCl)Nc1ccc(-c2ccccc2)cc1 | 56* | -28*
CCS/C(N)=N/N=C/c1cc(C)ccc1O | -11 | 6
CC12CCC(C(=O)Nc3ccc(Cl)cc3)([C@H](Br)C1=O)C2(C)C (some centres not stated) | -8 | -7
CCN(c1ccccc1)S(=O)(=O)c1ccc(C(=O)Nc2ccccc2OC)cc1 | 5 | 2
COc1ccc(/C=C2\CCCC3C2=NN(C(=O)CSc2n[nH]c(N)n2)C3c2ccc(OC)cc2)cc1 (configuration not stated) | -8 | 9
O=C(OC1CCCCC1=O)c1cccc(S(=O)(=O)NCc2ccccc2)c1 (configuration not stated) | -3 | -3
COc1ccc(S(=O)(=O)N2CCN(Cc3cc4c(cc3Br)OCCO4)CC2)cc1 | -19 | -1

Four of the compounds above, with values under each structure:
Screens in order – H9c2 TAG inh, H9c2 TAG inh DAPI viability
CN(C)c1nc(Nn2cnnc2)nc(N(C)C)n1
    0, 0
O=C(c1nc2ccccc2[nH]1)c1ccccc1[N+](=O)[O-]
    -6, 4
COc1ccc(S(=O)(=O)CCC(=O)N2CC(=O)N(CCc3ccccc3)C(=O)C2)cc1
    16, -12
Cc1ccc(NC(=O)CNC(=O)c2ccc(C(C)(C)C)cc2)cc1S(=O)(=O)N1CCOCC1
    -1, 1

(cont.)
SMILES | H9c2 TAG inh | H9c2 TAG inh DAPI viability
Nc1nonc1-c1nc2ccccc2[nH]1 | -5 | -3
COc1ccc(NC(=O)c2cc3ccccn3n2)cc1 | 12 | -3
Cc1ccc(C(=O)Nc2ccccc2C(=O)NCc2ccco2)cc1 | 31 | 1
CN(CC(=O)Nc1cccc(F)c1)C(=O)c1cccc2ccccc12 | 10 | 4
CC(=O)Nc1cccc(NC(=O)CS(=O)(=O)c2cn(CC(=O)N3CCCC3)c3ccccc23)c1 | -5 | 0
Cc1ccc(N2C(=O)N(CC(=O)Nc3cccc(C)c3C)C(=O)C2C)cc1 (configuration not stated) | 16 | -8
Clc1ccc(-c2ccccc2)nn1 | 2 | 1
Cc1ccccc1NC(=O)C1CC(=O)N(Cc2ccccc2)C1 (configuration not stated) | 26 | -2
CCOC(=O)c1cc2c(=O)n3ccccc3nc2n(Cc2ccco2)c1=NC(=O)c1ccc(OC)cc1 | -4 | 24
COC(=O)[C@H]1C[C@@H]1[C@H](NC(=O)c1cccnc1)c1ccccc1 | 4 | -4
O=C(NCCC1=CCCCC1)C1CCC(=O)N(Cc2cccc(C(F)(F)F)c2)C1 (configuration not stated) | 21 | -16
CCc1nc2ccccc2c(C(=O)OCC(=O)N(CCOC)c2c(N)n(Cc3ccccc3)c(=O)[nH]c2=O)c1C | 28 | -13

Source: PubChem BioAssay

The list is partial; the hit share may differ from the screen's.
